Compound activity from PubChem.
GPR35 antagonists: GPR35 antagonists blocking zaprinast-driven arrestin recruitment, primary screen, imaging, U2OS, beta-arrestin-GFP, zaprinast agonist (AID 2058) | U2OS GPR35 beta-arrestin-GFP translocation imaging, zaprinast antagonism; higher % means a stronger effect | one-dose inhibition, % at 10 µM; IC50 in µM for titrated hits | 290,000 tested, 0.052% active;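 active = inhibition of at least 50% with at least 30 cells and total cytoplasm GFP at most 10,000,000; inconclusive = under 30 cells or total GFP of 10,000,000 plus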
Dengue-2 NS5 capping: Dengue-2 NS5 methyltransferase inhibitors, primary screen, biochemical, confirmation dose response (AID 588689) | Dengue-2 NS5 methyltransferase capping enzyme assay, biochemical; higher % means a stronger effect | inhibition, % at 25 µM; hits with a dose series show IC50 in µM | 340,000 tested, 0.3% active; in the data active = a potency from the dose series; inconclusive = inhibition above about 29% without an active follow-up result
RSV CPE inhibition: inhibition of RSV-induced cytopathic effect – HEp-2 cells, primary 10 µM value included (AID 2391) | HEp-2 cells, RSV-induced CPE inhibition; higher % means a stronger effect | CPE inhibition, % at 10 µM; hits with a dose series show IC50 in µM | 310,000 tested, 0.13% active; in the data active = a potency from the dose series; inconclusive = CPE inhibition mostly from about 23% at the one dose, without a potency; inactive = the rest, 99 in 100 with CPE inhibition below about 21%; note: strong numbers were not always called active
PhoP inhibition: PhoP-dependent GFP reporter repression – Salmonella Typhimurium, primary screen (AID 1863). 300,000 tested, 0.16% active. inhibition, % at 50 µM; hits with a dose series show IC50 in µM. S. Typhimurium PhoP-regulated promoter GFP reporter, 4 h; higher % means a stronger effect;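 active = inhibition over 29.93%, a cutoff 3 SD above the screen mean, later confirmed by dose response; inconclusive = inhibition over 29.93% but no dose response follow-up; inactive = inhibition at most 29.93% or unconfirmed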;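 note: 0% = low Mg2+ inducing control and 100% = high Mg2+ repressing control; strong numbers were not always called active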
K1F lysis inhibition: inhibition of K1F phage lysis, E. coli UTI89, bacterial capsule biogenesis inhibitors, alamar blue (AID 488966); one-dose inhibition, % at 100 µM; IC50 in µM for titrated hits; E. coli UTI89 K1F phage lysis, alamar blue, 2 h; higher % means a stronger effect; 340,000 tested, 0.02% active;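 active = phage lysis inhibition, versus mean bacterial control, above a set limit; inconclusive = no clear call, values can overlap the other calls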;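 note: capsule biogenesis inhibitors block K1F phage lysis so surviving cells raise fluorescence; higher fluorescence means more inhibition of phage lysis; actives were called in the ten point dose series up to 300 µM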
Rac1 GTP hydrolysis: MgcRacGAP GTPase-activating activity inhibitors, confirmation, biochemical, ADP Hunter fluorescence. MgcRacGAP-stimulated Rac1 GTP hydrolysis, ADP Hunter fluorescence; higher % means a stronger effect; GST-tagged Rac1 F28L mutant substrate. inhibition, % at 30 µM, or IC50 in µM where a hit was titrated. 340,000 tested, 0.6% active. AID 624330;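 active = first-screen hits whose inhibition reached a set limit at any dose in the follow-up dose series; inconclusive = inhibition above the set first-screen limit but never retested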;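 note: fluorescence reports GDP produced by GAP-driven GTP hydrolysis; strong numbers were not always called active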
SV40 large T antigen: TAg ATPase/helicase activity blockers – biochemical (AID 1903); SV40 large T antigen ATPase/helicase inhibition assay; higher % means a stronger effect; one-dose inhibition, % at 20 µM; IC50 in µM for titrated hits; 310,000 tested, 0.39% active; in the data active = a potency from the dose series; inconclusive = inhibition mostly from about 32% at the one dose, without a potency; inactive = the rest, 99 in 100 with inhibition below about 32%; note: strong numbers were not always called active
GPR55 LPI antagonism: GPR55 antagonists blocking LPI-driven arrestin recruitment, primary screen, imaging, U2OS, beta-arrestin-GFP, LPI agonist (AID 2013); 290,000 tested, 0.13% active; inhibition, % at 10 µM; hits with a dose series show IC50 in µM; U2OS GPR55 beta-arrestin-GFP translocation imaging, LPI antagonism; higher % means a stronger effect;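 active = spots per cell inhibited over 60%, with over 100 cells counted and total cytoplasm intensity under 500,000; inconclusive = wells with under 100 cells, flagged as likely toxic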;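 note: U2OS cells stably carrying GPR55 and arrestin-GFP stimulated by 5 µM LPI near EC80; imaged beta-arrestin-GFP aggregate spots per cell after agonist stimulation; plate controls were LPI-stimulated DMSO wells for no effect and DMSO wells without LPI for full effect; some results filed as inactive read as strong as hits; confirmed hits need IC50 under 10 µM and bright autofluorescent wells are also inconclusive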
HIV peptide binding: inhibitors of HIV fusion peptide binding, primary screen, biochemical, uHTS, fluorescence dequenching (AID 1986). cell-free peptide binding, fluorescence dequenching, 30 min; higher % means a stronger effect. one-dose inhibition, % at 20 µM; IC50 in µM for titrated hits. 290,000 tested, 0.3% active; in the data active = inhibition mostly above about 52%, no sharp cut-off; inactive = mostly below about 76%; note: some results filed as inactive read as strong as hits
The depositor's hits bear a star; ? = inconclusive; . = no result given; [ ] = dose if it differs, or a comment.

mol,GPR35 antagonists,Dengue-2 NS5 capping,RSV CPE inhibition,PhoP inhibition,K1F lysis inhibition,Rac1 GTP hydrolysis,SV40 large T antigen,GPR55 LPI antagonism,HIV peptide binding
COc1ccccc1OCCNC(=O)C1CC(=O)N(c2ccc3c(c2)OCCO3)C1 (configuration not stated),.,-3%,-1.4%,-3%,1.9%[50 µM],2%,10%,.,.
COc1ccc(/C=N/NC(=O)C(=O)N2CCCC2)cc1OC,-3%,0%,0.0%,2%,2.7%,8%,15%,10%,-3.6%
Cc1ccc(C)c(NC(=O)NNS(=O)(=O)c2ccc(C)c(C)c2)c1,-9%,-7%,3.8%,2%,0.9%[50 µM],3%,16%,4%,0.7%
CCCCC(=O)Nc1cccc(NC(=O)CC)c1,6%,-12%,1.4%,1%,5.7%,4%,0%,-8%,0.0%
CCCCOc1ccc(OCCSc2nc3ccccc3n2CC(=O)O)cc1,-7%,3%,5.0%,-9%,6.5%,8%,2%,0%,0.8%
COc1ccc(C(=O)Nc2cc(OC)c(Cl)cc2Cl)cc1,-4%,-17%,2.9%,-1%,-1.8%,0%,9%,-9%,-0.2%
Cc1cccc(N(Cc2ccccc2F)S(C)(=O)=O)c1,10%,1%,-0.2%,-10%,0.8%,9%,7%,10%,2.1%
CCOc1nc(-c2ccccc2O)nc2ccccc12,-7%,4%,1.5%,-2%,4.8%,-21%,7%,6%,-0.9%
COc1ccc(Nc2cc(C(=O)NCc3ccco3)c3ccccc3n2)cc1,0%,.,0.5%,-6%,.,.,4%,5%,-0.8%
COc1cccc(OC)c1NC(=O)Cc1nn(C)c(=O)c2ccccc12,-1%,-15%,-0.5%,0%,1.4%,8%,12%,6%,-2.6%
O=C(CNS(=O)(=O)c1ccccc1)N1CCN(C(=O)c2ccco2)CC1,.,-5%,-1.9%,-4%,1.3%[50 µM],10%,2%,.,.
Cc1ccc(C)c(-c2nnc(NC(=O)c3ccc([N+](=O)[O-])o3)o2)c1,.,1%,10%,15%,-1.7%[50 µM],0%,18%,.,.
N#C/C(=C\c1c(N2CCC(C(N)=O)CC2)nc2ccccn2c1=O)C(=O)NCc1ccco1,-7%,-4%,0.6%,-17%,1.3%[50 µM],10%,14%,-2%,8.7%
CN(CC(=O)Nc1ccccc1Cl)C(=O)CSc1nnc(-c2ccco2)o1,4%,-1%,0.1%,-5%,-0.3%,7%,3%,-6%,-1.5%
O=C(NC(=S)N1CCCC1)c1ccc(Cl)cc1,3%,-1%,1.8%,0%,-0.2%,5%,8%,5%,1.6%
O=C(CSc1nnc(-c2ccccc2F)o1)N1CCNC1=O,.,-14%,1.7%,.,1.4%[50 µM],-1%,.,.,.
Cc1cccc(/C(N)=N/OC(=O)CCc2ccccc2)c1,-1%,-3%,-0.6%,-1%,2.7%,2%,-2%,22%,1.3%
O=C(CCOc1ccccc1)N1CCN(S(=O)(=O)c2ccccc2F)CC1,.,8%,0.1%,.,0.7%[50 µM],8%,.,.,.
CCOc1ccc(N=Cc2c(O)n(-c3cccc(C)n3)c(=O)c3ccccc23)cc1,-4%,-5%,1.0%,2%,5.5%,9%,4%,9%,-0.4%
CCn1c(=O)c(C(=O)NNS(=O)(=O)c2ccc(C)cc2)c(O)c2ccccc21,-7%,1%,6.8%,6%,1.0%[50 µM],5%,10%,8%,14%
CC1=C(C#N)S(=O)(=O)C(C#N)C(c2ccccc2)C1 (configuration not stated),0%,.,3.3%,-15%,.,.,11%,13%,3.1%
CCOC(=O)c1cc(CC)sc1NC(=O)CN1C(=O)C(=O)N(CC(C)C)C1=O,.,-6%,-0.1%,2%,0.4%[50 µM],4%,2%,.,.
COc1ccc2cc(C(=O)NCCc3ccccc3)[nH]c2c1,-15%,-4%,2.8%,13%,-0.5%[50 µM],5%,1%,13%,2.2%
CC(=O)Nc1ccc(NC(=O)CCC(=O)Oc2ccc(C)cc2)cc1,7%,-5%,1.6%,7%,0.3%,12%,20%,6%,0.1%
O=C(NCC1CCCO1)C1CC1(c1ccccc1)c1ccccc1 (configuration not stated),-13%,.,1.1%,12%,1.1%,-1%,2%,14%,0.2%
CCOc1nc(SCCOc2ccccc2)nc(N(C)C)n1,-14%,-1%,7.7%,5%,4.0%,5%,21%,-10%,-0.4%
CCc1sc(C(=O)N2CCN(c3ccc(F)cc3)CC2)cc1C,-3%,-2%,16%,5%,-0.1%,10%,10%,13%,-0.6%
CC(=O)Nc1c(C)nn(C(C)=O)c1C,15%,-1%,2.4%,6%,5.2%,7%,4%,-4%,-0.3%
CCc1cc(=O)oc2cc(C)cc(O)c12,4%,-9%,0.3%,4%,-0.4%,0%,-3%,-14%,-3.0%
COc1ccc(-c2cc(C(=O)N3CCCC3)c3ccccc3n2)cc1,-3%,-6%,3.0%,0%,0.4%,12%,10%,3%,0.5%
O=C(Nc1cccc(Cl)c1)N1CCCC1,10%,-4%,1.8%,1%,0.6%,1%,12%,-3%,1.7%
CCCCCCOc1ccc(N2C(=O)CC(N3CCN(CCN=CC4C(=O)CC(C)(C)CC4=O)CC3)C2=O)cc1 (configuration not stated),-5%,-7%,0.5%,2%,-0.8%,12%,2%,10%,2.4%
CC1CN(C(=O)c2ccc(NS(=O)(=O)c3cccc(Cl)c3)cc2)CC(C)O1 (configuration not stated),2%,0%,.,.,0.8%[50 µM],5%,.,5%,0.5%
CCCN(CCC)c1nc2ccccc2n2c(C)nnc12,-10%,-2%,11%,-2%,-0.1%,7%,13%,-6%,-0.1%
CN(CC(=O)Nc1cccc(F)c1)C(=O)c1ccc(S(=O)(=O)N2CCCC2)cc1,.,3%,1.5%,.,0.7%[50 µM],6%,.,.,.
CC(C)OCCCNC(=O)CNC(=O)c1ccc(Cl)c(Cl)c1,-2%,-12%,1.7%,1%,0.2%,7%,2%,-7%,1.3%
CC(=O)N(C1=C(N)C(=O)c2ccccc2C1=O)c1ccccc1,16%,-4%,2.6%,-7%,0.0%,10%,10%,2%,-1.4%
CC1(C)COCN1C(=O)c1ccc(Cl)c(Cl)c1,-5%,-3%,1.5%,4%,0.9%,30%,5%,11%,-0.8%
COc1cc(C#Cc2c(-c3cncn3C)n(C)c3ccc(-c4ccc(OC)c(OC)c4)cc23)cc(OC)c1,.,-13%,3.0%,.,1.2%,5%,.,.,.
CNC(=O)c1nn(-c2ccccc2)ccc1=O,10%,-3%,1.7%,5%,-0.2%,2%,-3%,6%,0.5%
Cc1ccccc1N1C(N)=NC(N)=NC1(C)C,10%,8%,1.4%,-10%,1.4%,3%,4%,3%,-1.6%
CC(C)c1ccc(C(=O)NC2=NCCS2)cc1,4%,-6%,3.5%,7%,1.7%[50 µM],7%,3%,1%,-0.3%
Cc1ccc(Oc2ccccc2/C=C/C(=O)O)cc1,4%,-6%,1.1%,11%,0.7%,8%,4%,-2%,4.1%
O=C1N/C(=C/c2ccc(Br)s2)C(=O)N1c1ccccc1,1%,-5%,1.5%,1%,0.1%,13%,9%,4%,0.7%
Cc1ccccc1-n1c(SC2CCOC2=O)nnc1-c1ccncc1 (configuration not stated),2%,-12%,-0.6%,0%,-0.6%,3%,1%,3%,0.8%
CCC(c1nnc(SCC(=O)NNC(=O)c2ccccc2)n1Cc1ccccc1)N(C)C (configuration not stated),.,-2%,-2.0%,10%,1.4%[50 µM],6%,24%,.,.
CCOC(=O)C1=C(C)Nc2ncnn2C1c1cccnc1 (configuration not stated),5%,-5%,1.9%,-1%,0.4%,3%,0%,-6%,0.6%
COc1ccc(Nc2nc3nonc3nc2N2CCCCC2)cc1,2%,-1%,3.3%,-9%,-0.9%,8%,10%,7%,-1.1%
c1ccc(COc2cccc(CNCc3cccs3)c2)cc1,-17%,-2%,-0.9%,-10%,10%,12%,4%,0%,-1.7%
O=C(CCC(=O)N(CC(=O)NC1CCCCC1)c1ccc2c(c1)OCCO2)Nc1ccccn1,-4%,.,0.4%,9%,.,.,2%,9%,0.9%
N#C/C(=C\c1ccc(OCCN2CCOCC2)cc1)C(=O)Nc1ccccc1F,-1%,3%,0.4%,6%,0.0%,9%,16%,-4%,1.2%
Cc1cc(C)n(C(=O)Cc2cn3ccsc3n2)n1,-9%,2%,-0.9%,3%,0.5%,2%,-3%,8%,-3.2%
Cc1cc([N+](=O)[O-])nn1CCCC(=O)N1CCN(c2ccc(F)cc2)CC1,-6%,-6%,0.1%,7%,0.5%[50 µM],4%,8%,15%,0.9%
O=C(c1cccc2c1-c1ccccc1/C2=N/O)N1CCCCC1,-16%,1%,11%,-6%,0.0%,8%,12%,6%,0.4%
Cc1cc(C)n(/N=C/c2cccs2)c(=O)c1C#N,-13%,-4%,0.4%,3%,0.3%,8%,4%,1%,-1.1%
COc1ccc(N2CCN(C(=O)COC(=O)COc3cccc(C(F)(F)F)c3)CC2)cc1,.,-12%,1.5%,.,2.1%[50 µM],24%,.,.,.
CC(C)CC(=O)Nc1ccc2c(c1)oc1ccccc12,-11%,-8%,?,-1%,3.0%,2%,24%,12%,1.0%
COc1cccc(/C=C2\C=C(c3ccc(C)cc3)OC2=O)c1OC(C)=O,-12%,-10%,1.9%,-2%,0.2%,.,6%,-2%,6.9%
O=C(Cn1cnc2ccccc2c1=O)NCCCN1CCCC1=O,.,7%,0.9%,.,0.2%[50 µM],0%,.,.,.
c1ccc(CCNc2cnccn2)cc1,4%,-12%,-0.4%,20%,0.3%,.,-12%,4%,-2.3%

(list continues)
mol,GPR35 antagonists,Dengue-2 NS5 capping,RSV CPE inhibition,PhoP inhibition,K1F lysis inhibition,Rac1 GTP hydrolysis,SV40 large T antigen,GPR55 LPI antagonism,HIV peptide binding
O=C(N/N=C/c1ccccc1O)C1SCCCS1,10%,-12%,-0.5%,2%,-0.3%,6%,8%,-11%,0.5%
O=C(CCn1nc(-c2ccc(Cl)cc2)ccc1=O)NCc1ccccn1,-9%,4%,-0.1%,-11%,0.3%,12%,4%,-2%,-1.7%
Cc1ccc(N2C(=O)C3CCCN3C2=S)c(C)c1 (configuration not stated),.,3%,-0.8%,.,0.9%[50 µM],4%,.,.,.
C=CCNc1nnc(-c2ccncc2)s1,14%,-8%,1.1%,8%,0.1%,2%,7%,-15%,0.5%
COC(=O)c1sc2nc(-c3ccccc3)c3c(c2c1N)CCCC3,-10%,-11%,0.1%,2%,0.2%,2%,3%,32%,-0.5%
COc1ccc(C(=O)NOCc2ccccc2)cc1,.,-13%,3.6%,.,-0.8%,5%,2%,.,.
Cc1cc(C)cc(NC(=O)NCc2c(-c3ccccc3)noc2C)c1,-3%,6%,4.5%,-3%,-0.2%,4%,9%,-2%,0.3%

Compounds as they come; 1.5% or so of the library scored in one or more.
